MgcRacGAP inhibition: MgcRacGAP GTPase-activating activity inhibitors, confirmation, biochemical, ADP Hunter fluorescence. AID 624330. MgcRacGAP-stimulated Rac1 GTP hydrolysis, ADP Hunter fluorescence; higher % means a stronger effect; GST-tagged Rac1 F28L mutant substrate. 340,000 compounds, 0.6% hits. inhibition, % at 30 µM, or IC50 in µM where a hit was titrated;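 active = first-screen hits whose inhibition reached a set limit at any dose in the follow-up dose series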;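 also: fluorescence reports GDP produced by GAP-driven GTP hydrolysis; strong numbers were not always called active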
Starred values were filed as active, the others as inactive. Only part of the results is shown; count on the stated rates, not on these rows.

MgcRacGAP inhibition | Compound
6% | Cc1nn(CC(=O)N(CC(C)C)C2CCS(=O)(=O)C2)c(C)c1[N+](=O)[O-] (centres undefined)
10% | CCOc1ccc(S(=O)(=O)N2CCN(C(=O)c3cc(S(=O)(=O)N4CCOCC4)ccc3C)CC2)cc1
18% | CCOc1ccc(NC(=O)CN(C)C(=O)CCCNC(=O)c2ccc(Cl)cc2)cc1OCC
11% | Cc1ccc(S(=O)(=O)N2C[C@@H]3[C@H]4CC[C@H](C4)[C@@H]3[C@@H](C)[C@@H]2C2CCCCC2=O)cc1 (some centres undefined)
7% | CC(OC(=O)c1ccccc1C(=O)N(C)C1CCCCC1)C(=O)NC1(C#N)CCCCC1 (centres undefined)
3% | COc1cc(C2C3=C(COC3=O)Oc3cc4c(cc32)OCO4)cc(OC)c1OC (centres undefined)
6% | O=C(Nc1nccs1)[C@@H]1CCCN1S(=O)(=O)c1ccccc1F
-3% | COc1ccc(CNC(=O)COC(=O)CN2C(=O)C3CC=CCC3C2=O)cc1 (centres undefined)
4% | COc1ccc(OC)c(NC(=O)COc2ccc3c(c2)CCC3)c1
2% | Nc1c(C(=O)OCC(=O)Nc2cccc([N+](=O)[O-])c2)[nH]c(=O)[nH]c1=O
4% | C[C@@H]1CN([C@@H](C)CO)C(=O)CCCn2nncc2CO[C@H]1CN(C)S(=O)(=O)c1ccc(-n2cccn2)cc1
16% | O=C(CSc1nnc(-c2ccncc2)o1)Nc1cc(F)ccc1F
5% | CN(C(=O)COC(=O)c1cc(=O)[nH]c2ccccc12)c1ccccc1
0% | CC(=O)N1CCN(C(=O)c2c(-c3ccccc3)noc2C)CC1
6% | CCN1C(=O)[C@H]2[C@@H](c3ccc(OC)cc3)N[C@]3(CCCN(Cc4ccc(C)cc4)C3=O)[C@H]2C1=O

Compounds listed so far that contain two or more sulfur atoms (2):
MgcRacGAP inhibition | Compound
10% | CCOc1ccc(S(=O)(=O)N2CCN(C(=O)c3cc(S(=O)(=O)N4CCOCC4)ccc3C)CC2)cc1
6% | O=C(Nc1nccs1)[C@@H]1CCCN1S(=O)(=O)c1ccccc1F

New compounds follow.
MgcRacGAP inhibition | Compound
3% | O=C(C[C@H]1C/C=C/CC[C@@H](Cc2ccc(F)cc2)C(=O)OC[C@H](c2ccccc2)NC1=O)NCCO
6% | CCN(C(=O)COC(=O)c1cccc2ccccc12)c1c(N)n(Cc2ccccc2)c(=O)[nH]c1=O
10% | COc1cc([N+](=O)[O-])c(C)cc1NC(=O)c1ccc(OC)c(OC)c1
5% | CC[C@@]1(C(=O)OC)N[C@H](CN(C)C(=O)Nc2ccccc2)[C@@H]2C(=O)N(Cc3ccccc3)C(=O)[C@@H]21
3% | Cc1ccc(C)c(S(=O)(=O)N2CCN(C(=O)CN3C(=O)NC(C)(C)C3=O)CC2)c1
13% | CCN(CC)C(=O)C1=C(C)N(Cc2ccc(C(C)(C)C)cc2)C(=O)C(CC(=O)NC(c2ccccc2)c2ccccc2)C1 (centres undefined)
10% | Cc1ccc(S(=O)(=O)N(C)C)cc1NC(=O)c1ccccc1SCC(=O)N1CCCC1
10% | Cc1c(C(=O)NCCN2CCOCC2)sc2nc(-c3ccc(F)cc3)cn12
1% | Cc1c(C(=O)N(C)Cc2nc3ccccc3c(=O)[nH]2)oc2ccccc12
-2% | CC1(C)CN(CCc2ccccc2)C(=O)[C@H]1CC(=O)Nc1ccc(Br)cc1
-2% | COc1ccc(-n2nnnc2SCC(=O)N2CCCC2=O)cc1
11% | Cc1cc(=O)oc2c(CN3CCOCC3)c(O)ccc12
7% | COc1cc2c(cc1OC)[C@@H](NC(=O)C(C)C)[C@H](OCc1ccccc1)C2
-8% | COc1ccc(C(=O)c2ccc(Cl)cc2)c(OC)c1OC
9% | CCc1ccccc1NC(=O)CN1CCN(CC(=O)Nc2ccc3c(c2)OC2(CCCCC2)O3)CC1

Grouped by structure: those above containing nitrogen in an aromatic ring.
MgcRacGAP inhibition | Compound
6% | Cc1nn(CC(=O)N(CC(C)C)C2CCS(=O)(=O)C2)c(C)c1[N+](=O)[O-] (centres undefined)
6% | O=C(Nc1nccs1)[C@@H]1CCCN1S(=O)(=O)c1ccccc1F
2% | Nc1c(C(=O)OCC(=O)Nc2cccc([N+](=O)[O-])c2)[nH]c(=O)[nH]c1=O
4% | C[C@@H]1CN([C@@H](C)CO)C(=O)CCCn2nncc2CO[C@H]1CN(C)S(=O)(=O)c1ccc(-n2cccn2)cc1
16% | O=C(CSc1nnc(-c2ccncc2)o1)Nc1cc(F)ccc1F
5% | CN(C(=O)COC(=O)c1cc(=O)[nH]c2ccccc12)c1ccccc1
0% | CC(=O)N1CCN(C(=O)c2c(-c3ccccc3)noc2C)CC1
6% | CCN(C(=O)COC(=O)c1cccc2ccccc12)c1c(N)n(Cc2ccccc2)c(=O)[nH]c1=O
10% | Cc1c(C(=O)NCCN2CCOCC2)sc2nc(-c3ccc(F)cc3)cn12
1% | Cc1c(C(=O)N(C)Cc2nc3ccccc3c(=O)[nH]2)oc2ccccc12
-2% | COc1ccc(-n2nnnc2SCC(=O)N2CCCC2=O)cc1

The listing continues.
MgcRacGAP inhibition | Compound
8% | O=C(Cc1ccc(Cl)cc1)Nc1cccnc1Cl
5% | COc1cc2c(cc1O)C(CSC)Cc1cc3c(cc1N(C)CC2)OCO3 (centres undefined)
0% | CCCCCCNC(=O)O[C@H]1C[C@@H]2C(=O)N(c3ccccc3)C(=O)[C@@H]2[C@@H]2CN(S(=O)(=O)c3ccc(C)cc3)C[C@]12O
1% | CCOc1ccccc1C(=O)NCC(=O)Nc1ccc2c(c1)OCO2
4% | C[C@H](CO)N1C[C@H](C)[C@@H](CN(C)C(=O)NC2CCCCC2)Oc2c(NS(=O)(=O)c3cccs3)cccc2C1=O
2% | CC(NCC(=O)Nc1ccccc1C(=O)NC1CC1)c1ccccc1Cl (centres undefined)
3% | COc1ccc(CCNC(=O)C2=CC=CN3CCS(=O)(=O)N=C23)cc1
1% | Cc1cnc(C(=O)OCC(=O)Nc2cc(Cl)ccc2C#N)cn1
16% | Cc1ccc(S(=O)(=O)N2C[C@@H](C)[C@]3(C2)[C@H](O)[C@H](OC(=O)Nc2cccs2)C[C@H]2C(=O)N(c4ccccc4)C(=O)[C@H]23)cc1
7% | CC(=O)NCC1(c2ccccc2)CCN(CCCC(=O)c2ccc(F)cc2)CC1
3% | COc1ccc2c(CC(=O)NNC(=O)c3ccccc3F)coc2c1
4% | Cc1ccc(NS(=O)(=O)c2ccc(-c3coc(C)n3)cc2)c(Cl)c1
5% | COc1ccc(NC(=O)COC(=O)CCc2ccc(S(=O)(=O)N3CCOCC3)cc2)cc1OC
5% | CCN(CC)CCCN=C1N[C@@H](c2cccc(C(F)(F)F)c2)C(C(=O)OC)=C(C)N1CC
4% | Cc1ccc(Cl)c(NC(=O)COC(=O)c2nn(C)c(=O)c3ccccc23)c1Cl
5% | O=C(NCc1cc2ccccc2[nH]1)C1CCC(=O)N(CC2CCCCC2)C1 (centres undefined)
3% | Cc1ccc(S(=O)(=O)CCC(=O)OCC(=O)N(C)Cc2ccccc2)cc1
14% | CN(CC(=O)Nc1ccc(Cl)c(C(F)(F)F)c1)C(=O)C1CC(=O)N(c2ccc3c(c2)OCCO3)C1 (centres undefined)
9% | CC[C@]12c3[nH]c4ccc(Cl)cc4c3CCN1C(=O)[C@@H](CC(=O)NCc1ccc(OC)c(OC)c1)C[C@@H]2C(=O)N1CCN(C(=O)C2CC2)CC1
16% | COc1ccc(CN2C(=O)C(CC(=O)NCc3cccs3)CC(C(=O)N(C)C)=C2C)cc1 (centres undefined)
8% | NC(N)=S
6% | C[C@@H]1CN([C@H](C)CO)C(=O)c2cc(NC(=O)Nc3ccc4c(c3)OCO4)ccc2O[C@H]1CN(C)Cc1ccncc1
6% | O=C(CN1C(=O)NC2(CCCCCC2)C1=O)N1CCN(c2ccc(F)cc2)CC1
6% | Cc1c(C(=O)NC2CC(C)(C)NC(C)(C)C2)oc2c(Cl)cccc12
0% | Cc1cc(-n2c(C)cc(C(=O)CSc3[nH]c(=O)cc(C(F)(F)F)c3C#N)c2C)no1
6% | COc1ccc(CNC(=O)C2CCN(S(=O)(=O)c3ccc4nc5c(c(C(=O)O)c4c3)CCCC5)CC2)cc1
5% | CC(OC(=O)CSc1ccccc1)C(=O)NC1CCCCC1C (centres undefined)
9% | CCn1c(NCc2c[nH]c3ccccc23)nc2ccccc21
32µM* | CCCCCC(=O)Nc1cc(S(=O)(=O)O)cc2cc(S(=O)(=O)O)cc(O)c12
5% | Cc1cccc(NS(=O)(=O)c2cccc(C(=O)N3CCN(C/C=C/c4ccccc4)CC3)c2)c1
9% | NS(=O)(=O)c1ccc(CCNC(=O)CCC(=O)c2cccs2)cc1
-1% | CCN(C(=O)CSc1nnc(-c2ccco2)n1Cc1ccccc1)C1CCS(=O)(=O)C1 (centres undefined)
2% | CC(Oc1ccccc1F)C(=O)NNC(=O)c1cccc(S(=O)(=O)N2CCN(C)CC2)c1 (centres undefined)
2% | Cc1nc2ccccc2nc1CC(O)(c1ccccc1)c1ccccc1
-1% | C[C@@H]1CN([C@@H](C)CO)C(=O)CCCn2nncc2CO[C@H]1CN(C)Cc1cccc(C(F)(F)F)c1
-4% | Cc1sc2ncnc(N3CCC(C(=O)Nc4ccc(F)cc4Cl)CC3)c2c1C
7% | COC(=O)C[C@H]1C[C@@H]2c3cc(NC(=O)NC4CCCC4)ccc3O[C@@H]2[C@@H](CO)O1
21% | Cc1cccc(C(=O)Nc2ccc(C(=O)c3ccncc3)cc2)c1
7% | CSCCC(NC(=O)COc1ccccc1)C(=O)N(C)Cc1ccc(Cl)cc1Cl (centres undefined)
45µM* | Cc1cc2c(=Cc3ccc(N(C)C)cc3)c3ccccc3n2[n+]1C
2% | O=C(NCCN1C(=O)S/C(=C\c2ccc(Cl)cc2)C1=O)C1=COCCO1
6% | CC1NC(=O)c2cccnc2-n2c1nc1ccccc1c2=O (centres undefined)
10% | Cc1cc(CNC[C@H]2O[C@@H](n3ccc(N)nc3=O)[C@H](O)[C@@H]2O)no1
-2% | C[C@H]1CN([C@@H](C)CO)C(=O)CCCn2cc(nn2)CO[C@@H]1CN(C)S(=O)(=O)c1ccc(Cl)cc1
2% | Nc1nc2ccc(Br)cc2s1
2% | CCOC(=O)c1c(NC(=O)CN2CCN(S(=O)(=O)c3cc(Cl)ccc3Cl)CC2)sc(C(=O)N(C)C)c1C
10% | O=C(Nc1ccccc1)c1nc[nH]c1C(=O)N1CCc2ccccc2C1
4% | O=C(NC1CCCCC1)c1cccc2c1C(=O)c1ccc(-c3ccc(OC(F)(F)F)cc3)cc1S2(=O)=O
6% | CCOc1ccc(C(=O)NCC(=O)Nc2ccc3c(c2)OCO3)cc1OCC
4% | O=C(/C=C/c1cccc(F)c1)Nc1ccc(S(=O)(=O)N2CCOCC2)cc1
1% | Cc1ccc(S(=O)(=O)N(C)c2ccc(OC(=O)CN3C(=O)NC(C)(c4ccccc4)C3=O)cc2)cc1C (centres undefined)
2% | COC(=O)[C@]1(C)N[C@H](CN(C)C(=O)Nc2ccccc2)[C@@H]2C(=O)N(C)C(=O)[C@@H]21
2% | O=C(COC(=O)c1cc(S(=O)(=O)N2CCOCC2)ccc1F)Nc1ccccc1C(F)(F)F
6% | CC1COC(=C2C(=O)OCC2C)C1 (centres undefined)
8% | CCOc1ncccc1C(=O)OCC(=O)NCCc1ccc(S(N)(=O)=O)cc1
4% | O=C(CN1C(=O)NC2(CCCCCC2)C1=O)c1ccc(Cl)cc1
-4% | COc1ccc(O)c(C(=O)/C=C/c2cc3ccccc3o2)c1
10% | CC(=O)Nc1ccc(S(=O)(=O)N(C)c2ccc(OCC(=O)Nc3ccccc3C(C)=O)cc2)cc1
16% | COc1cccc(C=NNC(=S)NN=Cc2cccc(OC)c2OC)c1OC
7% | CC1CCCCN1C(=O)COC(=O)c1cc(Cl)c2c(c1)OCO2 (centres undefined)

The results go on:
MgcRacGAP inhibition | Compound
5% | CCCCN1CC(COCc2ccccc2)Oc2ccccc2S1(=O)=O (centres undefined)
11% | COc1ccc(C=C2NC(=O)NC2=O)cc1O
1% | COc1ccccc1CN(C)CC(=O)NC(=O)NC1CCCCC1
6% | CN(C(=O)c1ccc(NC(=O)Cc2ccc(NC(=O)C3CCN(C(=O)C4CCC4)CC3)cc2)cc1)C1CCCC1
-2% | CC(=O)Nc1ccc(SCC(=O)NNC(=O)CN(C)S(=O)(=O)c2ccc(C)cc2)cc1
7% | CCCCCCCCNCCS(=O)(=O)NCCCCCCCC
3% | O=C(CN1C(=O)NC(c2ccccc2)(c2ccccc2)C1=O)N1CCN(c2ccc(F)cc2)CC1
4% | C[C@H]1COC(=O)[C@@H](Cc2ccc(F)cc2)C/C=C\C[C@@H](CC(=O)N[C@@H](CO)Cc2ccccc2)C(=O)N1
2% | O=S(=O)(c1ccccc1)N1N=C(c2ccc(Cl)cc2)CC1c1ccco1 (centres undefined)
10% | CC[C@@]1(C(=O)OC)N[C@H](CN(C)S(=O)(=O)c2ccc(OC)cc2)[C@@H]2C(=O)N(C)C(=O)[C@@H]21
10% | O=C(CCNS(=O)(=O)c1ccccc1C(F)(F)F)Nc1ccncc1
3% | CC(=O)Oc1ccc(Cl)cc1CN(C(C)=O)C1CCCCC1
51µM* | COc1cccc2c1C(=N)c1c(O)c3c(c(O)c1C2=O)CC(O)(C(C)=O)CC3OC1CC(N)C(O)C(C)O1 (centres undefined)
5% | Cc1sc2ncnc(NS(=O)(=O)c3ccc(Cl)cc3)c2c1C
7% | O=C(C[C@H]1C/C=C\CC[C@@H](Cc2ccc(F)cc2)C(=O)O[C@H](c2ccccc2)CNC1=O)N[C@H](CO)Cc1ccccc1
6% | N#Cc1ccc(OCC(=O)N2CCN(S(=O)(=O)c3ccc(Cl)s3)CC2)cc1
13% | COc1ccncc1-c1ccc(C2=CC(=O)CC(C)(C)C2=O)cc1
2% | O=C(COC(=O)c1ccc(O)cc1)Nc1ccc(S(=O)(=O)N2CCCC2)cc1

From PubChem BioAssay
